PLK1 PBD inh: blocks phosphopeptide binding to human PLK1 polo-box domain. P53350. Plk1 PBD binding of FITC phosphopeptide, fluorescence polarization. Potency, µM, for the others: max response, negative = inhibition, actives largely listed as inhibitors. hit rate 2.8% among 360,000; further: potency means the concentration at half of the fitted maximal effect; series mostly up to about 57 µM; on the % scale 0 is the no-effect control and ±100 the full control effect; nearly all actives have a fitted effect of over 65% in size
Target sequence (P53350 whole entry, looked up, the tested form may be a part): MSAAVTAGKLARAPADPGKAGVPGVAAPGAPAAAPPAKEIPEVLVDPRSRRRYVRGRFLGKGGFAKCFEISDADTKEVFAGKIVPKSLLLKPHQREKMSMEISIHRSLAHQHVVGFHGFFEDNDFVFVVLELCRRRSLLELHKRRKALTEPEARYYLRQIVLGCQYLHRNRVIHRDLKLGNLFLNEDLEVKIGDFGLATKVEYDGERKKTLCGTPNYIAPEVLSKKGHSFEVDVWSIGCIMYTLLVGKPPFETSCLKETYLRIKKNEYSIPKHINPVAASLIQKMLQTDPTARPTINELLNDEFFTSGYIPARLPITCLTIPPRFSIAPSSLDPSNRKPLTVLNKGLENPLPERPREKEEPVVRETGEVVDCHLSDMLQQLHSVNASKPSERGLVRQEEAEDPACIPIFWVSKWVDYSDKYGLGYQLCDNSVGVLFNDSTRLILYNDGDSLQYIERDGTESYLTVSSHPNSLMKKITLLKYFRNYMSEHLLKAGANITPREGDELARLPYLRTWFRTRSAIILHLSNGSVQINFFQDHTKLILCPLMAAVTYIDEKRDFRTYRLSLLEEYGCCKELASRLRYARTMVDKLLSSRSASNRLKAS
WRN inhibitor: inhibitors of human WRN helicase; WRN helicase unwinding, fluorescent forked duplex, kinetic; Potency, µM (doses to about 114 µM), for inactives: top-dose activity change, negative = inhibition, most hits filed as inhibitors; AID 651768; hit rate 0.46% among 360,000; Q14191; further: potency means the concentration at half of the fitted maximal effect; on the % scale 0 is the no-effect control and ±100 the full control effect; nearly all actives have a fitted effect of over 55% in size
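Screening of the MLSMR collection measured strand separation of a quenched forked DNA duplex (100 nM) by 20 nM WRN with 2 mM ATP, all final. Compounds were preincubated with enzyme 15 min at room temperature.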
IL2 activator: IL-2 activation; IL-2 activation reporter assay, cell-based qHTS; stimulated with anti-CD3/CD4/CD28 beads; in transgenic mouse T cells; AID 652025; hit rate 0.065% among 360,000; activation, % (series mostly up to about 46 µM); in the data active means activation above about 50%; inconclusive means mostly about 30% to 49%; further: 0% is about no effect
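Readout: EGFP and DsRed signals by fluorescent plate cytometry. Unstimulated transgenic mouse T cells received compound 60 min before antibody-bead stimulation, then incubated 18 h at 37 degrees C.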
FUS suppressor: FUS proteinopathy suppression in yeast; Potency, µM (doses to about 76.6 µM), without a hit: at the top dose growth rescue (activation), usual class: activators; hit rate 0.24% among 390,000; AID 1347120; S. cerevisiae FUS-expressing, growth rescue, OD600, 24 h;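 further: potency means the concentration at half of the fitted maximal effect; plate controls were DMSO vehicle for no effect and reference control for full effect; nearly all actives have a fitted effect of over 55% in size; some results filed as inactive show a strong effect at the top dose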
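Quantitative HTS measuring growth restoration of FUS-toxic yeast. Galactose-induced cells (OD 0.005) were exposed 24hr at 30C to compounds at several concentrations, then absorbance at 600 nm was recorded.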
EPAC1 agonist: EPAC1 (human) agonism; O95398; EPAC1 agonist qHTS, biochemical assay; response scale: 100% = response to 6.5 mM cAMP; Potency, µM (series often up to 154 µM), for inactives: at the highest dose activation, hits mostly activators; hit rate 0.073% among 360,000; further: potency means the concentration at half of the fitted maximal effect; nearly all actives have a fitted effect of over 60% in size
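Nucleotide exchange assay: 100 nM EPAC1 with 250 nM Rap1B loaded with BODIPY-GDP and 50 uM GDP, room temperature. Fluorescence (480/540 nm) read every 5 min for 30 min; signal change normalized to 6.5 mM cAMP as full agonist.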
PI5P4K alpha inh: PI5P4K alpha (human) kinase inhibition; PI5P4Kalpha enzyme, ADP-Glo luminescence, 60 min; active compounds read low; max response, %; hit rate 1.2% among 330,000; active means max response of -50% or lower; inconclusive means between -30% and -50%; inactive means -30% or higher; further: value at the top dose of about 77 µM; on the % scale 0 is the no-effect control and ±100 the full control effect
Target sequence (P48426 whole entry, looked up): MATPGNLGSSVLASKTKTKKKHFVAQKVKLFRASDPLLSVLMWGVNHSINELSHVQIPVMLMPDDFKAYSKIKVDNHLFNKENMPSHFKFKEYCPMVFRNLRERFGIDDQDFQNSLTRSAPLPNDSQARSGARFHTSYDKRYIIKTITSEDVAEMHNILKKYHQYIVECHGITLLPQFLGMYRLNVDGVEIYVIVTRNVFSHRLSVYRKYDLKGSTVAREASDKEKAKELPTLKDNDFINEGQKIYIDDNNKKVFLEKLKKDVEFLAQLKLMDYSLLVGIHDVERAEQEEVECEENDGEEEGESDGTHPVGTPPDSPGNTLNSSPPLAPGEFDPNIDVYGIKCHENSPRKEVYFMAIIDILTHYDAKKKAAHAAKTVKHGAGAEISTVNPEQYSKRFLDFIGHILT
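Reactions run in 0.038 M HEPES pH 7.4, 0.28 mM EGTA, 0.1% CHAPS and 5% DMSO, with PI5P4Kalpha, substrate, compound and 5 microM ATP final, one hour at room temperature. Readout is ADP-Glo luminescence.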
EPAC1 antag: EPAC1 (human) antagonism. O95398. EPAC1 GEF assay, Rap1b-BODIPY-GDP exchange fluorescence. Potency, µM (top dose mostly 115 µM), for the others: top-dose activity change, negative = inhibition, hits mostly inhibitors. hit rate 0.14% among 360,000;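 further: potency means the concentration at half of the fitted maximal effect; plate controls were vehicle for no effect and positive control for full effect; nearly all actives have a fitted effect of over 50% in size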
Abeta yeast res: A-beta toxicity reversal in yeast; yeast expressing A-beta42, growth rescue, OD600, 48 h; response scale: 0% DMSO, 100% iron-clioquinol control; Potency, µM (top dose mostly 46.1 µM), inactives show at the top dose growth rescue, hits mostly activators; hit rate 0.063% among 410,000; AID 1347071; further: potency means the concentration at half of the fitted maximal effect; nearly all actives have a fitted effect of over 55% in size
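Yeast growth medium received pinned compounds, then yeast cells expressing toxic A-beta were added; plates incubated at 30 C for 48 hr. Growth read as absorbance at 600 nm, normalized to DMSO and equimolar FeCl3 plus clioquinol controls.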
aSyn yeast inh: rescues yeast growth from alpha-synuclein toxicity. hit rate 0.14% among 370,000. Yeast expressing alpha-synuclein, growth rescue, BacTiter-Glo, 24 h. Potency, µM (doses to about 46.1 µM), inactives show at the highest dose growth rescue (activation), usual class: activators; further: potency means the concentration at half of the fitted maximal effect; % of control where 0% means no effect; nearly all actives have a fitted effect of over 65% in size
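Galactose-induced alpha-syn yeast (OD600=0.02, raffinose-pregrown) + pinned cpd, 24 hr, 30 deg C; growth by BacTiter-Glo luminescence. Growth restoration scores as activation.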
* marks the source's active call; other numbers are inactive results; [ ] = remark or other dose. Unless noted, the call rests on the fitted dose curve; in most records, active means well fitted curve in the direction sought with a large enough effect; inconclusive means small, poorly fitted or top-dose-only effect, or another doubt; inactive means no such curve, though single readings can be large; an effect the other way counts as inactive or inconclusive.

Results for COc1ccc(CCNC(=O)c2cccc(C(=O)NCCc3ccc(OC)cc3)n2)cc1 ?
PLK1 PBD inh: -3%; WRN inhibitor: -16%; IL2 activator: -0.2; FUS suppressor: 20%; EPAC1 agonist: 6%; PI5P4K alpha inh: -21; EPAC1 antag: -12%; Abeta yeast res: -15%; aSyn yeast inh: -2%

What do the screens show for `CCOc1ccccc1/C=N/n1c(COc2ccccc2)n[nH]c1=S`?
PLK1 PBD inh: inconclusive; WRN inhibitor: 2%; IL2 activator: 4.8; FUS suppressor: -18%; EPAC1 agonist: -9%; PI5P4K alpha inh: -16; EPAC1 antag: -5%; Abeta yeast res: 6%; aSyn yeast inh: 4%

Results for COc1ccc(NC(=O)C2CC(=O)N(c3ccc(C)cc3)C2)cc1S(=O)(=O)N1CCCCC1 (stereo not given) ?
PLK1 PBD inh: -17%; WRN inhibitor: 1%; IL2 activator: -2.3; FUS suppressor: -35%; EPAC1 agonist: 10%; PI5P4K alpha inh: 8; EPAC1 antag: -7%; Abeta yeast res: -2%; aSyn yeast inh: 0%

What do the screens show for `Cc1nc(SCC(=O)Nc2c(C)n(C)n(-c3ccccc3)c2=O)n[nH]1`?
PLK1 PBD inh: -8%; WRN inhibitor: -4%; IL2 activator: -3.3; FUS suppressor: 5%; EPAC1 agonist: 5%; PI5P4K alpha inh: 0; EPAC1 antag: -4%; Abeta yeast res: -2%; aSyn yeast inh: 1%

What do the screens show for `CCCCN1Cc2c(nc3cc(-c4ccco4)[nH]n3c2=O)C1=O`?
PLK1 PBD inh: -11%; WRN inhibitor: -11%; IL2 activator: 1.3; FUS suppressor: 18%; EPAC1 agonist: -5%; PI5P4K alpha inh: inconclusive; EPAC1 antag: -5%; Abeta yeast res: 8%; aSyn yeast inh: 8%

What do the screens show for `CCCCOc1cc(NCc2ccccc2)c2ncn(C(C)C)c2c1`?
PLK1 PBD inh: -4%; WRN inhibitor: -4%; IL2 activator: -0.5; FUS suppressor: 45%; EPAC1 agonist: -10%; PI5P4K alpha inh: 1; EPAC1 antag: -17%; Abeta yeast res: 2%; aSyn yeast inh: -33%[inhibitor]

Results for CC(C)N=C1CC(C)(C)CC(=O)/C1=C(/O)CCCN1C(=O)c2ccccc2C1=O ?
PLK1 PBD inh: -24%; WRN inhibitor: 5%; IL2 activator: 1.1; FUS suppressor: -12%; EPAC1 agonist: -4%; PI5P4K alpha inh: 1; EPAC1 antag: -3%; Abeta yeast res: -16%; aSyn yeast inh: 8%

What do the screens show for `Cc1nn(-c2ccccc2)c(C)c1/C=N\N1CCN(c2ccc(Cl)cc2)CC1`?
PLK1 PBD inh: -6%; WRN inhibitor: -14%; IL2 activator: 1.3; FUS suppressor: -24%; EPAC1 agonist: 13%; PI5P4K alpha inh: -2; EPAC1 antag: -5%; Abeta yeast res: -12%; aSyn yeast inh: 8%

Results for COc1ccc(C(=O)NCCc2cc3c(OC)ccc(OC)c3[nH]c2=O)cc1OC ?
PLK1 PBD inh: -9%; WRN inhibitor: -8%; IL2 activator: -5.0; FUS suppressor: 20%; EPAC1 agonist: 10%; PI5P4K alpha inh: 5; EPAC1 antag: -6%; Abeta yeast res: 22%; aSyn yeast inh: 2%

What do the screens show for `CC1CCN(C(=O)Cc2nn(C)c(=O)c3ccccc23)CC1`?
PLK1 PBD inh: 5%; WRN inhibitor: -2%; IL2 activator: -0.6; FUS suppressor: -4%; EPAC1 agonist: 8%; PI5P4K alpha inh: -9; EPAC1 antag: -2%; Abeta yeast res: 7%; aSyn yeast inh: 1%

Results for CC1(C(=O)NS(=O)(=O)c2ccc(F)cc2F)CCN1C(=O)c1ccc(C2CCCCC2)cc1 (stereo not given) ?
PLK1 PBD inh: -6%; WRN inhibitor: 6%; IL2 activator: -0.3; FUS suppressor: 13%; EPAC1 agonist: -16%; PI5P4K alpha inh: -6; EPAC1 antag: 4%; Abeta yeast res: 3%; aSyn yeast inh: -7%

How did O=C(Nc1ccccc1Cl)/C(Cl)=C(\Cl)S(=O)c1ccccc1 (stereo not given) do in these assays?
PLK1 PBD inh: 1.3µM*; WRN inhibitor: 2.5µM*; IL2 activator: -5.7; FUS suppressor: 18%; EPAC1 agonist: -4%; PI5P4K alpha inh: -7; EPAC1 antag: inconclusive; Abeta yeast res: -94%[inhibitor]; aSyn yeast inh: -75%[inhibitor]

What do the screens show for `Cc1cnc(NC(=O)CSc2c(Cl)cccc2Cl)s1`?
PLK1 PBD inh: inconclusive; WRN inhibitor: -30%[57.1 µM]; IL2 activator: -0.5; FUS suppressor: -15%; EPAC1 agonist: -17%; PI5P4K alpha inh: -15; EPAC1 antag: 7%; Abeta yeast res: 18%; aSyn yeast inh: 0%

How did O=C(CN1C(=O)C2C3C=CC(C3)C2C1=O)NCCc1ccccc1Cl (stereo not given) do in these assays?
PLK1 PBD inh: -7%; WRN inhibitor: 3%; IL2 activator: -0.6; FUS suppressor: 12%; EPAC1 agonist: 0%; PI5P4K alpha inh: 1; EPAC1 antag: -20%; Abeta yeast res: -3%; aSyn yeast inh: 0%

Results for COc1ccc(NC2CCCN(C(=O)CCc3cccc(F)c3)C2)cc1 (stereo not given) ?
PLK1 PBD inh: -1%; WRN inhibitor: -5%; IL2 activator: 0.5; FUS suppressor: 28%; EPAC1 agonist: 7%; PI5P4K alpha inh: 0; EPAC1 antag: 4%; Abeta yeast res: 3%; aSyn yeast inh: 3%

How did Cc1nn(C2CCS(=O)(=O)C2)c(Cl)c1/C=C/C(=O)OCC(=O)Nc1ccc2c(c1)OCO2 (stereo not given) do in these assays?
PLK1 PBD inh: 5%; WRN inhibitor: 4%; IL2 activator: 0.0; FUS suppressor: 13%; EPAC1 agonist: 1%; PI5P4K alpha inh: -5; EPAC1 antag: 1%; Abeta yeast res: 1%; aSyn yeast inh: 4%

How did COc1ccc(S(=O)(=O)NCCC(=O)NCc2cccs2)cc1 do in these assays?
PLK1 PBD inh: -1%; WRN inhibitor: -15%; IL2 activator: -1.8; FUS suppressor: inconclusive; EPAC1 agonist: 0%; EPAC1 antag: 11%; Abeta yeast res: -3%; aSyn yeast inh: -10%

How did Cc1cccc(NC(=O)CCNC(=O)c2ccc(Br)cc2)c1 do in these assays?
PLK1 PBD inh: -19%; WRN inhibitor: 8%; IL2 activator: 0.4; FUS suppressor: 5%; EPAC1 agonist: 8%; PI5P4K alpha inh: -1; EPAC1 antag: 5%; Abeta yeast res: 3%; aSyn yeast inh: -4%

What do the screens show for `COc1ccc(-c2ccc(CN3C(C(C)C)C(=O)N(Cc4cn(CCC5OCCO5)nn4)CCS3(=O)=O)cc2)cc1` (stereo not given)?
PLK1 PBD inh: -6%; WRN inhibitor: 1%; IL2 activator: -2.4; FUS suppressor: inconclusive; EPAC1 agonist: -5%; PI5P4K alpha inh: -3; EPAC1 antag: -2%; Abeta yeast res: -4%; aSyn yeast inh: 6%

What do the screens show for `Nc1cc(=O)[nH]c(=O)n1CC1CC1`?
PLK1 PBD inh: -2%; WRN inhibitor: 0%; IL2 activator: -0.5; FUS suppressor: -15%; EPAC1 agonist: 4%; PI5P4K alpha inh: -6; EPAC1 antag: 0%; Abeta yeast res: -11%; aSyn yeast inh: -2%

Reprinted at random: 3 compounds from above, in no set order.
What do the screens show for `COc1ccc(-c2ccc(CN3C(C(C)C)C(=O)N(Cc4cn(CCC5OCCO5)nn4)CCS3(=O)=O)cc2)cc1` (stereo not given)?
PLK1 PBD inh: -6%; WRN inhibitor: 1%; IL2 activator: -2.4; FUS suppressor: inconclusive; EPAC1 agonist: -5%; PI5P4K alpha inh: -3; EPAC1 antag: -2%; Abeta yeast res: -4%; aSyn yeast inh: 6%

How did Cc1nn(C2CCS(=O)(=O)C2)c(Cl)c1/C=C/C(=O)OCC(=O)Nc1ccc2c(c1)OCO2 (stereo not given) do in these assays?
PLK1 PBD inh: 5%; WRN inhibitor: 4%; IL2 activator: 0.0; FUS suppressor: 13%; EPAC1 agonist: 1%; PI5P4K alpha inh: -5; EPAC1 antag: 1%; Abeta yeast res: 1%; aSyn yeast inh: 4%

What do the screens show for `Cc1cnc(NC(=O)CSc2c(Cl)cccc2Cl)s1`?
PLK1 PBD inh: inconclusive; WRN inhibitor: -30%[57.1 µM]; IL2 activator: -0.5; FUS suppressor: -15%; EPAC1 agonist: -17%; PI5P4K alpha inh: -15; EPAC1 antag: 7%; Abeta yeast res: 18%; aSyn yeast inh: 0%

Next compounds
Results for O=C(NCc1ccco1)/C(=C/c1ccc(C(F)(F)F)cc1)c1nc2ccccc2[nH]1 ?
PLK1 PBD inh: -27%; WRN inhibitor: -6%; IL2 activator: -1.8; FUS suppressor: 27%; EPAC1 agonist: -9%; PI5P4K alpha inh: -29; EPAC1 antag: -6%; Abeta yeast res: 4%; aSyn yeast inh: 1%

Results for Cn1nc(C(C)(C)C)cc1C(=O)NN1CCOCC1 ?
PLK1 PBD inh: 6%; WRN inhibitor: 1%; IL2 activator: 0.9; FUS suppressor: -5%; EPAC1 agonist: -4%; PI5P4K alpha inh: -2; EPAC1 antag: -14%; Abeta yeast res: -2%; aSyn yeast inh: 1%

Results for O=C(NNC(=S)Nc1ccc(F)cc1)C1CC1c1ccc(Cl)cc1 (stereo not given) ?
PLK1 PBD inh: -14%; WRN inhibitor: -15%; IL2 activator: -0.7; FUS suppressor: 14%; EPAC1 agonist: -10%; PI5P4K alpha inh: -1; EPAC1 antag: -22%; Abeta yeast res: 12%; aSyn yeast inh: 7%

How did CCc1ccc(C(=O)/C=C/c2cnn(C)c2C)s1 do in these assays?
PLK1 PBD inh: -6%; WRN inhibitor: 3%; IL2 activator: -1.9; FUS suppressor: 1%; EPAC1 agonist: 6%; PI5P4K alpha inh: 0; EPAC1 antag: 5%; Abeta yeast res: -12%
